From PubChem BioAssay
ABHD5-PLIN5 inh – ABHD5-PLIN5 interaction inhibitors, primary screen, cell lysate, split luciferase complementation, luminescence; AID 602281, 2012; inhibition, % at 4 µM; 360,000 tested, 0.78% active; Split G. princeps luciferase complementation, 4 h; Perilipin-5 (Homo sapiens) + 1-acylglycerol-3-phosphate O-acyltransferase ABHD5 (Homo …;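 active = inhibition above the mean inhibition across every tested compound plus 3 SD, cut at about 22% in these data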;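 also: 0% = DMSO only wells and the 100% control is not disclosed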
Exocytosis inh – LAMP-1 surface exposure blockers, TALL-104 cells – cell-based, flow cytometry, MLPCN library, primary screen | TALL-104 LAMP-1 surface exposure; cells stimulated with thapsigargin and PMA | inhibition, % at 10 µM | 360,000 tested, 0.66% active;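 active = inhibition above about 55%, limit read from the data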
ABCB6 inh 2 – ABCB6 transporter inhibitors, primary screen, K562-ABCB6 cells, flow cytometry, MLPCN library | K562-ABCB6 porphyrin accumulation, 1 h; hits give low values | fluorescence ratio to DMSO, % at 10 µM | 360,000 tested, 0.19% active;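 active = fluorescence ratio to DMSO below 75%, the collection mean minus 3 SD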;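 also: signal is porphyrin accumulated inside mitochondria; 100% equals median channel fluorescence of DMSO control wells; lower ratio means ABCB6 inhibition with less porphyrin fluorescence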
NOD2-RIPK2 inh – NOD2-RIPK2 binding disruptors in cells, primary screen, fluorescence, CHO cells, BLA complementation | 360,000 tested, 0.38% active | inhibition, % at 4.98 µM | CCF4 ratio | Receptor-interacting serine/threonine-protein kinase 2 (Homo sapiens), O43353; in the data active = inhibition above about 21%;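 also: 0% = vehicle only and 100% = reference blocker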
Target sequence (O43353 whole entry, looked up): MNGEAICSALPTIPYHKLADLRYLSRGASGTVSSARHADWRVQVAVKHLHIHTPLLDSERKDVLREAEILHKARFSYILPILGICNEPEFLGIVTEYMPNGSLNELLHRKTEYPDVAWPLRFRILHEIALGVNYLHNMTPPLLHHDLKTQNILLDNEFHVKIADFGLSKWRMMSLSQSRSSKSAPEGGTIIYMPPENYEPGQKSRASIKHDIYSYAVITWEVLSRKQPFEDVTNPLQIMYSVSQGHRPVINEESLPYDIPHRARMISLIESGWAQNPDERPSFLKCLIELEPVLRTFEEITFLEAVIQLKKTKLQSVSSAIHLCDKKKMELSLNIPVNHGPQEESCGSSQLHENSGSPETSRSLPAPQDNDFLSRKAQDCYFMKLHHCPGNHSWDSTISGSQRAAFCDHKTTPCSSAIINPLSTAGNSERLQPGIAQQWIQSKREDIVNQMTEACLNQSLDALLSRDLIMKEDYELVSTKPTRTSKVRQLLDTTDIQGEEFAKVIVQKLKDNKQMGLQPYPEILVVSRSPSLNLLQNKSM
Vif inh – HIV Vif self-association inhibitors, primary screen, imaging, HEK293T, single point; HEK293T cells, Vif self-association by quenched fluorescence, 24 h; inhibition, % at 7.49 µM; 340,000 tested, 0.35% active; AID 602346, 2012; in the data active = inhibition above about 50%, passing the limit was not always enough; also: some results filed as inactive read as strong as hits
MC4R barr agon – MC4R agonists recruiting beta-arrestin, primary screen, cell-based, luminescence, agonist arm of biased-ligand search. activation, % at 8.9 µM. U2OS MC4R beta-arrestin complementation; percent of melanotan II response, DMSO zero. 360,000 tested, 0.98% active;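 active = activation above a per-plate cutoff, the mean activation of sample wells on that plate plus 3 SD, cut at about 8% in these data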
Target sequence (P32245 whole entry, looked up): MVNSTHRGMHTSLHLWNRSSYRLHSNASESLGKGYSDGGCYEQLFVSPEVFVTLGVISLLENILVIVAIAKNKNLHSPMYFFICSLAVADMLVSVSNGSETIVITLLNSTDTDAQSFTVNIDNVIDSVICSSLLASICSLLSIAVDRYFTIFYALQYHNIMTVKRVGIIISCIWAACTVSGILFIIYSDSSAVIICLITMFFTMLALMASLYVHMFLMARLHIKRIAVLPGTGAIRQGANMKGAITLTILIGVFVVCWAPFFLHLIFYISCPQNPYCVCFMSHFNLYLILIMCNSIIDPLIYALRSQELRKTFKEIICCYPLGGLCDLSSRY
Glyco luc inh – increase of ERlucT glycosylation luciferase signal, primary screen, N-linked glycosylation inhibitor project, D54 ERlucT cells, luminescence, set 2 | D54 ERlucT glycosylation luciferase reporter, 24 h; percent of 100 nM tunicamycin response | 360,000 tested, 0.23% active | reporter increase, % at 12.5 µM;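 active = mean luciferase reporter signal, scaled so untreated is 0 and the glycosylation-blocking control 100, at or above a set limit in every replicate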;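 also: luciferase carries N-glycosylation sites so blocking glycosylation raises the light; 0% = median of neutral control wells and 100% = median of 100 nM tunicamycin wells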
aDG glyco act – activators of alpha-DG glycosylation, primary screen, uHTS, Pro5-aDG cells, AlphaScreen. 360,000 tested, 0.22% active. activation, % at 10 µM. alpha-DG glycosylation AlphaScreen (IIH6); 0% Pro5, 100% B10-LARGE cell signal;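 active = activation of at least 8% versus controls, or a plate z-score of at least 8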;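 also: Pro5 are CHO cells carrying HIG-tagged alpha-DG that lacks glycosylation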
TLR9-MyD88 inh – inhibitors of TLR9-MyD88 association in cells, primary screen, cell-based, CHO, BLA complementation, fluorescence; Toll-like receptor 9 (Homo sapiens) + Myeloid differentiation primary response protein …; CCF4 FRET ratio; inhibition, % at 4.98 µM; 340,000 tested, 0.21% active; AID 504734, 2011;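 active = inhibition above the mean over all tested compounds plus 3 SD, cut at about 21% in these data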;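 also: 0% = DMSO only wells and 100% = clavulanate BLA inhibitor control wells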
MC4R antagonist – MC4R antagonists of cAMP signaling, primary screen, cell-based, TR-FRET, antagonist arm of biased-ligand search | inhibition, % at 6.5 µM | MC4R-expressing cells, MTII-stimulated cAMP, LANCE TR-FRET | 360,000 tested, 0.48% active;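 active = inhibition above its plate's cutoff, the mean of tested wells on that plate plus 3 SD, cut at about 29% in these data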;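 also: 0% = Melanotan II alone and 100% = Melanotan II plus saturating MCL0020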
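system = U2OS cells with stable human MC4R expression | also added = Melanotan II challenge after compound preincubation | dosing = one concentration, 6.5 µM nominal | incubation = compound 30 min, challenge 1 h, detection 1 h | measured by = TR-FRET with Eu-cAMP and labeled anti-cAMP, 671 nm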
* marks the source's active call; other numbers are inactive results; . = no result given.

ABHD5-PLIN5 inh,Exocytosis inh,canonical_smiles,ABCB6 inh 2,NOD2-RIPK2 inh,Vif inh,MC4R barr agon,Glyco luc inh,aDG glyco act,TLR9-MyD88 inh,MC4R antagonist
4,11,O=C(Nc1cccc(S(=O)(=O)NC2=NCCCCC2)c1)c1cc(-c2ccccc2Cl)nc2ccccc12,95,-3,4,-0.5,5,-0.2,-6,5
-1,-2,O=C(CSc1ccccc1)NCCCN1CCOCC1,98,8,1,-0.7,0,-0.1,7,0
-5,-2,CN1CCN(C2CCCCC2NS(=O)(=O)c2ccccc2)CC1 (stereo unspecified),99,2,3,-0.6,-1,0.0,-6,2
0,1,Cc1ccc(S(=O)(=O)Nc2ccc3[nH]c(=O)[nH]c3c2)c(C)c1,99,-7,-4,1.3,0,-0.3,0,2
1,-1,CC(C)(O)C#Cc1ccc(CN2CCCC(CNC(=O)c3ccco3)C2)cc1 (stereo unspecified),96,0,-11,-1.4,-1,-0.1,-2,0
-12,1,CCOc1ccc(NC(=O)Nc2cc(OCC(F)(F)F)cc(OCC(F)(F)F)c2)cc1,94,-3,-21,1.4,6,0.8,-5,2
1,1,CCn1c(Cc2ccccc2)nnc1SCC(=O)Nc1nc(C)c(C)s1,96,3,1,-2.3,1,0.2,1,4
-6,1,O=C(Nc1nccs1)C1(S(=O)(=O)c2ccc(Cl)cc2)CC1,100,2,.,0.2,2,-0.1,-11,1
-1,-6,O=C(OCC(=O)N1CCCC1)c1c(Cl)cccc1Cl,100,-1,-3,0.5,1,0.0,-2,3
5,-2,COc1ccc(-c2nc(SCC(=O)NC3CCCCC3)n[nH]2)cc1,100,0,-2,-2.4,4,-0.1,0,4
90*,-2,O=C(O)/C=C/C(=O)c1ccc2c(c1)NC(=O)CO2,98,6,19,-1.2,2,-0.4,5,3
36*,2,C#CCOCCOCCOCCNc1nc(N2CCN(C(=O)CCCCCCCCCCNC(=O)Cn3cc(C[C@@H](C)O)nn3)CC2)nc(N2CCN(C(=O)CCCCCCCCCCNC(=O)[C@H](CCCCN)n3cc(CCCC(=O)O)nn3)CC2)n1,88,-9,-5,1.1,3,-0.2,-2,3
0,-1,COC(=O)c1ccc(NC(=O)COC(=O)c2cccc3c(=O)c(C)c(-c4ccccc4)oc23)cc1,90,-4,-1,-2.7,-3,0.0,5,18
2,12,COc1ccc(C(=O)NCc2ccc(-n3cccc3)cc2)cc1OC,102,-12,-1,-2.3,1,0.1,-6,15
3,2,Cc1ccc(Cl)c(NC(=O)CN2CCNC(=O)C2)c1Cl,96,6,16,-1.8,1,0.2,-2,6
-4,0,O=C(O)CCNS(=O)(=O)c1ccccc1Br,98,1,12,-1.1,3,-0.2,7,9
-6,2,COc1cccc(N(C(=O)c2ccn[nH]2)C2(C(=O)Nc3c(C)cccc3C)CCCCC2)c1,77,7,.,-2.5,-1,-0.1,7,8
-13,9,CC(C)c1ccc(S(=O)(=O)N2CCN(CC(=O)Nc3ccc(Cl)cc3F)CC2)cc1,99,0,-4,1.1,-5,0.6,-9,5
3,1,O=C(OC(C(=O)NCc1cccs1)c1ccc(F)cc1)c1ccco1 (stereo unspecified),98,-1,4,0.6,1,0.0,0,16
0,2,CCn1c(SCC(=O)Nc2ccccc2-c2ccccc2)nnc1-c1ccoc1C,93,-2,-14,-1.7,7,0.3,-5,3
-4,5,COC(=O)N(C)CCCC1(C)C(=O)N(C)c2ccc(O)cc21 (stereo unspecified),95,-1,4,-0.6,3,0.2,0,5
-4,14,COc1ccccc1OCCNC(=O)Cc1ccc(Cl)c(Cl)c1,97,0,-2,-0.9,0,0.0,-4,-1
2,11,CC(=O)c1c(O)c(C)c(O)c2c1OC1=CC(=O)C(C(C)=O)C(=O)[C@@]12C (stereo partly specified),100,-2,3,1.0,0,0.0,-7,2
5,0,Cc1cccc(N2CC(C(=O)OCC(=O)c3ccc(OC(=O)c4cccs4)cc3)CC2=O)c1C (stereo unspecified),93,5,-9,-1.5,3,0.0,-6,5
-2,7,C[C@H]1CN([C@@H](C)CO)C(=O)c2cc(Br)cnc2O[C@@H]1CN(C)S(=O)(=O)c1ccccc1,98,-7,-1,-0.9,1,-0.1,1,-1
2,-1,CN(C)c1nnnn1Cc1ccccc1,97,4,7,-1.5,1,-0.3,-3,-5
-7,18,CCN(Cc1ccccc1)C(=O)CCS(=O)(=O)c1ccc2c(c1)oc(=O)n2C,102,-7,3,-0.2,-1,0.0,-17,3
-2,5,O=C(O)c1ccccc1N=Cc1c(O)n(-c2nccs2)c(=O)c2ccccc12,95,-6,-2,0.3,1,0.5,1,2
10,-4,COc1ccc(-c2nnc(SCC(=O)NCc3ccco3)o2)cc1,99,9,3,-0.1,1,-0.1,1,-1
8,8,Cc1ccc(-c2[nH]c3ccccc3c2SCCN)cc1,98,-25,-3,-2.7,-4,0.3,-10,-9

Next section, overlapping the part above by 5 compounds.
ABHD5-PLIN5 inh,Exocytosis inh,canonical_smiles,ABCB6 inh 2,NOD2-RIPK2 inh,Vif inh,MC4R barr agon,Glyco luc inh,aDG glyco act,TLR9-MyD88 inh,MC4R antagonist
2,-1,CN(C)c1nnnn1Cc1ccccc1,97,4,7,-1.5,1,-0.3,-3,-5
-7,18,CCN(Cc1ccccc1)C(=O)CCS(=O)(=O)c1ccc2c(c1)oc(=O)n2C,102,-7,3,-0.2,-1,0.0,-17,3
-2,5,O=C(O)c1ccccc1N=Cc1c(O)n(-c2nccs2)c(=O)c2ccccc12,95,-6,-2,0.3,1,0.5,1,2
10,-4,COc1ccc(-c2nnc(SCC(=O)NCc3ccco3)o2)cc1,99,9,3,-0.1,1,-0.1,1,-1
8,8,Cc1ccc(-c2[nH]c3ccccc3c2SCCN)cc1,98,-25,-3,-2.7,-4,0.3,-10,-9
0,-1,CC(C)n1nnnc1C(c1ccc(F)cc1)N1CCN(C2CCCC2)CC1 (stereo unspecified),96,-2,1,-0.6,-3,-0.1,-2,5
1,2,COc1ccc(NC(=O)CSc2nnc(-c3ccoc3C)n2CC2CCCO2)cc1 (stereo unspecified),97,11,-3,0.8,2,-0.2,3,3
2,1,Cn1ncc(Cl)c1C(=O)Nc1cc(C(F)(F)F)ccc1F,98,-4,13,-0.8,3,-0.1,-3,5
1,9,Nc1ncnc2c1ncn2[C@@H]1O[C@H](C(=O)N[C@H](CO)Cc2ccc(O)cc2)[C@@H](O)[C@H]1O,96,8,3,.,0,-0.1,.,.
-10,-5,Cc1ccc(NC(=O)C2Oc3ccccc3OC2C)cc1 (stereo unspecified),91,-11,1,-1.2,1,0.1,2,0
1,1,Cc1ccc(S(=O)(=O)c2nc(NC3CCS(=O)(=O)C3)sc2Cl)cc1 (stereo unspecified),95,4,-1,0.4,-2,-0.3,-2,-4
-10,-2,CCCc1cc(=O)[nH]c2nnc(SCC(=O)Nc3ccc(NC(C)=O)cc3)n12,109,1,0,-3.3,3,0.1,-5,-3
1,4,CSc1nc(NCC(C)C)nc(N2CCOCC2)n1,95,-10,-7,-1.6,0,0.2,-5,4
-5,-2,CN1CCC(N(C)C(=O)Cc2ccccc2[N+](=O)[O-])CC1,100,3,7,-1.2,2,-0.4,0,1
-11,-2,CC(C)C(NS(=O)(=O)c1ccccc1)C(=O)N1CCN(C(=O)c2ccco2)CC1 (stereo unspecified),97,5,5,-3.1,0,-0.4,-5,2
0,-2,CCC1=NN2C(=N)/C(=C\c3cccn3-c3cccc(Cl)c3)C(=O)N=C2S1,100,-5,-1,1.2,1,-0.2,-3,15
1,11,Cc1onc(-c2ccccc2)c1C(=O)NC(CC(=O)O)c1ccc(OC(C)C)cc1 (stereo unspecified),113,-8,.,-1.3,0,0.1,-16,5
1,-4,COc1cccc(CN=C2Nc3ccccc3CS2)c1,96,-11,-2,-1.3,0,0.1,-2,2
8,0,CCC(=O)Nc1ccc(C(=O)N/N=C/c2ccccc2[N+](=O)[O-])cc1,102,-7,3,-2.3,2,0.2,1,8
8,45,COc1cccc(N(CC(=O)NCCSc2ccccn2)S(=O)(=O)c2ccccc2)c1,98,7,14,1.5,0,0.2,-1,0
-1,1,CN(CC(=O)Oc1ccc(-c2nnco2)cc1)S(=O)(=O)c1ccc(F)cc1,97,-2,7,-0.5,2,2.9,6,12
2,-1,Cc1ccc(S(=O)(=O)N2CCN(C(C)C)CC2)cc1,97,0,-3,0.7,1,0.0,.,-4
-2,-2,O=C(O)CCCC(=O)N1CCc2cc(S(=O)(=O)NCc3ccccc3)ccc21,90,-2,-2,-2.3,2,-0.2,6,-1
16,4,CN(C)CCCN(C(=O)c1ccc(S(=O)(=O)N(C)Cc2ccccc2)cc1)c1nc2c(F)cccc2s1,98,-1,12,1.0,-6,-0.1,-12,-1
0,-2,O=C(NCCCn1ccnc1)c1cc2c(s1)CCCC2,91,1,.,0.7,-4,-0.1,-1,-2

Only part of the results is shown; rates above refer to the full screens.
